Tb PFK block = inhibitors of T. brucei phosphofructokinase; actives 0.17% (n = 330,000); Potency, µM (titrated, usually from 57.5 µM), inactives show top-dose activity, negative = inhibition, actives largely listed as inhibitors; T. brucei PFK, ADP-Glo luminescence; O15648; AID 485367;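 also: potency is read from the fitted curve at half-maximal effect; 0% = uninhibited 1x PFK enzyme wells and -100% = no-enzyme wells; nearly all actives have a fitted effect of over 60% in size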
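In TEA buffer at pH 8.0 with 5 mM MgCl2, enzyme (1.25 nM) converted F6P (0.5 mM) and ATP (0.1 mM) for 45 min at room temperature. ADP product was read by luciferase luminescence.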
RORgamma inh = inhibitors of mouse ROR gamma transcriptional activity; Drosophila S2 Gal4-RORgamma UAS-luciferase reporter, 20 h; Potency, µM (doses to about 53.6 µM), for the others: at the top dose activity change, negative = inhibition, actives largely listed as inhibitors; actives 5.4% (n = 310,000); AID 2551; also: potency is read from the fitted curve at half-maximal effect; % is scaled to controls: 0 for no effect and ±100 for the full control effect; nearly all actives have a fitted effect of over 60% in size
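Stable Schneider cell line, Gal4 DNA-binding domain fused to ROR gamma, UAS-luciferase. Cmpd 1 hr RT → CuSO4 700 uM final → 20 hr RT → luciferase reagent 10 min → luminescence.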
NPC1 prom act = activators of NPC1 promoter | Huh7 NPC1 promoter luciferase reporter, 24 h | Potency, µM (doses to about 9.22 µM), without a hit: top-dose activation, most hits filed as activators | actives 2.4% (n = 320,000);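 also: potency is read from the fitted curve at half-maximal effect; % of control where 0% means no effect; nearly all actives have a fitted effect of over 60% in size; reporter is driven by a mutant NPC1 promoter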
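Cells: Huh7 expressing luciferase under the NPC1 promoter, 1500/well. Seeded 2 h, compound added, incubated 24 h at 37 °C. Luciferase reagent, 10 min ambient, then luminescence.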
Rab9 prom act = Rab9 promoter activation; Huh7 Rab9 promoter-luciferase reporter, luminescence, 24 h; Potency, µM (titrated, usually from 9.22 µM), for inactives: at the top dose activation, negative = inhibition, actives largely listed as activators; actives 2.8% (n = 320,000); AID 485297; also: potency is read from the fitted curve at half-maximal effect; % of control where 0% means no effect; nearly all actives have a fitted effect of over 60% in size
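Huh7 reporter line, Rab9 promoter upstream of luciferase. Compound exposure 24 h at 37 °C in reduced-serum medium with 10% FBS. Read-out: luminescence.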
ELG1 DNA repair = ELG1-dependent DNA repair inhibition; HEK293T ELG1-luciferase reporter, luminescence, 16 h; DNA damage induced by 5-fluorouridine; Potency, µM (titrated, usually from 46.1 µM), for the others: top-dose activity change, negative = inhibition, usual class: inhibitors; actives 2.3% (n = 330,000); also: potency is read from the fitted curve at half-maximal effect; % is scaled to controls: 0 for no effect and ±100 for the full control effect; nearly all actives have a fitted effect of over 55% in size
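Cells (2,000 per well) received 5-fluorouridine plus test compound or DMSO and were incubated 16 hr at 37 °C, 5% CO2. Luciferase activity was read by luminescence 30 min after ONE-Glo addition; signal suppression marked inhibition of damage-induced ELG1 function.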
BRCA1 expr up = activators of BRCA1 expression. Potency, µM (highest dose often 46.1 µM), for the others: top-dose activation, hits mostly activators. MCF7-BRCA1-FFLuc reporter, luminescence, 48 h; response scale: scaled: vehicle 0%, 10 µM genistein 100%. actives 1.1% (n = 380,000); also: potency is read from the fitted curve at half-maximal effect; nearly all actives have a fitted effect of over 80% in size; some results filed as inactive show a strong effect at the top dose
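Luminescence from a BRCA1-driven firefly luciferase in MCF7 cells was read after 48 h compound exposure at 37 C. Data normalized against DMSO and a 10microM genistein activation control, then curve-fitted across the titration.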
TRPV1 agonist = human TRPV1 agonism; Q8NER1; TRPV1-expressing cells, Fluo-8 calcium influx, agonist mode; activation, % at 8.33 µM; actives 0.19% (n = 320,000); in the data active = activation above about 80%; inconclusive = between about 30% and that limit; also: 0% is about no effect
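Cells expressing TRPV1 were dye-loaded with Fluo-8 and read kinetically: 10 s baseline, 3 min after compound (agonist portion), then 2 min after EC20 capsaicin (allosteric enhancer portion). Calcium-bound dye fluorescence at 480/520 nm.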
VP16 counter = counter-screen for ROR gamma inhibitors: Gal4-VP16 reporter | Drosophila S2 Gal4-VP16 UAS-luciferase, luminescence, 20 h | Potency, µM (titrated, usually from 53.6 µM), for the others: at the top dose activity, negative = inhibition, actives largely listed as inhibitors | actives 3.5% (n = 310,000);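 also: Gal4-VP16 expression switched on by copper sulfate through the metallothionein promoter; potency is read from the fitted curve at half-maximal effect; % is scaled to controls: 0 for no effect and ±100 for the full control effect; nearly all actives have a fitted effect of over 50% in size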
FLuc modulator = inhibits or activates purified firefly luciferase, miR-21 counter-screen | purified FLuc, Km substrates, luminescence inhibition | Potency, µM (doses to about 57.5 µM), for inactives: at the top dose activity change, negative = inhibition, usual class: inhibitors | actives 6.9% (n = 360,000) | AID 588342;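 also: potency is read from the fitted curve at half-maximal effect; plate controls were vehicle for no effect and reference inhibitor for full effect; nearly all actives have a fitted effect of over 55% in size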
Target sequence (P08659 whole entry, looked up): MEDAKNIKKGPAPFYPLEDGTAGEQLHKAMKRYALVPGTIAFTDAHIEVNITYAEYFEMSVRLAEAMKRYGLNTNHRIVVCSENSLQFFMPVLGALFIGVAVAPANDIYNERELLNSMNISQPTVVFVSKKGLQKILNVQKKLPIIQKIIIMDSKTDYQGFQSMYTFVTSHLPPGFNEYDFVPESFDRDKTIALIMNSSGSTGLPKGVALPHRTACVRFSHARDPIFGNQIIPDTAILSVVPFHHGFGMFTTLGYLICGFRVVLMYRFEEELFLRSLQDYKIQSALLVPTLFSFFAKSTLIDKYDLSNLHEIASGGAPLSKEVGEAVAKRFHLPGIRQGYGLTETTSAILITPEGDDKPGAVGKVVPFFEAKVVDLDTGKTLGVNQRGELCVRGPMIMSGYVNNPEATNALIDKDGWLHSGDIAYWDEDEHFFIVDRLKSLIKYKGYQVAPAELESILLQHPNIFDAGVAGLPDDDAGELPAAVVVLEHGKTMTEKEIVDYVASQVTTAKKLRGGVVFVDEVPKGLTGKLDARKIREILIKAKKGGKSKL
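Biochemical qHTS of compounds, final roughly 60 µM downward over six points, against 10 nM purified firefly luciferase using Km concentrations of substrates (10 uM D-luciferin, 10 uM ATP) in Tris acetate pH 7.5 buffer; luminescence output.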
p53 reactivation = re-activators of mutant p53; Potency, µM (titrated, usually from 92.2 µM), without a hit: at the highest dose activity change, positive = activation, hits mostly activators; actives 0.063% (n = 320,000); H1299 p53-A138V BP100-luciferase reporter, luminescence, 24 h; also: potency is read from the fitted curve at half-maximal effect; % of control where 0% means no effect; nearly all actives have a fitted effect of over 45% in size
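p53-null H1299 cells stably carrying temperature-sensitive p53-A138V and a BP100-luciferase reporter were pinned with compounds (4-point, 1:5 series) and held 24 hrs at 37 deg C. Luminescence was read 10 min after detection reagent.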
ELG1 genotoxic = induces genotoxicity in HEK293T cells with luciferase-tagged ELG1; actives 1.3% (n = 330,000); HEK293T ELG1-luciferase reporter, luminescence, 16 h; Potency, µM (doses to about 46 µM), for the others: at the highest dose activity change, positive = activation, most hits filed as activators; AID 504466; also: potency is read from the fitted curve at half-maximal effect; % of control where 0% means no effect; nearly all actives have a fitted effect of over 60% in size
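HEK293T cells expressing luciferase-tagged ELG1 were treated with compound or DMSO for 16 hr at 37°C. Luciferase activity was then read after 30 min with ONE-Glo at room temperature; rising signal flags genetic stress.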
* marks the source's active call; other numbers are inactive results; ? = inconclusive; . = no result given; [ ] = another dose, or the depositor's remark. Unless noted, calls follow the shape of the dose curve; as a rule, active = well fitted curve in the direction sought with a large enough effect; inconclusive = small, poorly fitted or top-dose-only effect, or another doubt; inactive = no such curve, though single readings can be large; an effect the other way counts as inactive or inconclusive.

The line under a structure holds: Tb PFK block	RORgamma inh	NPC1 prom act	Rab9 prom act	ELG1 DNA repair	BRCA1 expr up	TRPV1 agonist	VP16 counter	FLuc modulator	p53 reactivation	ELG1 genotoxic
[1] CCN1C(=O)c2cccc3c(S(=O)(=O)N(C(=O)c4ccncc4)c4ccc(OC)cc4)ccc1c23
    -1%	?	-2%	-3%	-11%	-52%	-3	7.9µM*	-5%	4%	?
[2] CC1(C)Cc2c(sc(NC(=O)c3ccccc3)c2C(=O)O)CO1
    6%	5%	?	?	?	39%	0	-5%	6.7µM*	-1%	-2%
[3] S=c1nc(-c2ccccc2)[nH]c2ccc(Br)cc12
    0%	?	15%	6%	-17%	-52%	1	-11%	-1%	6%	-8%
[4] CC(C)OCC(O)CN1CCC(Cc2ccccc2)CC1 (centres undefined)
    -1%	-15%	-2%	-11%	13%	0%	2	-5%	5%	10%	2%
[5] Cc1ccc(C2CC2C(=O)NNC(=S)Nc2ccc(Cl)cc2)cc1 (centres undefined)
    -7%	23%	1%	-8%	?	-5%[1.84 µM]	3	-3%	-23%	17%	-10%
[6] CN1CCN(c2ccc(NC(=O)c3ccc4c(c3)[nH]c(=O)n4Cc3ccc(F)cc3)cc2)CC1
    -14%	16%	3%	-11%	?	-33%	6	-11%	?	-11%	-2%
[7] O=C(c1ccc([N+](=O)[O-])cc1)N1CCN(C(=O)c2cccnc2)CC1
    -13%	-24%	0%	9%	-7%	-16%	-1	-10%	0%	1%	-5%
[8] COCCSc1nnc(NC(=O)C2CCCO2)s1 (centres undefined)
    -4%	-2%[10 µM]	13%	4%	?	34%	-1	12%	-14%	11%	18%
[9] O=C1CCCN1c1ccc(S(=O)(=O)N2CCN(c3ccccn3)CC2)cc1
    4%	8%[0.365 µM]	-5%	0%	-23%	-24%	1	.	-1%	6%	13%
[10] Cc1cc2c(=O)n(CC(=O)NCC(=O)Nc3ccc(C(C)C)cc3)cnc2s1
    -2%	-17%	-1%	5%	?	0%	12	-3%	1%	3%	?
[11] Cc1cc(C)n2c(SCC(=O)Nc3ncc(C(F)(F)F)cc3Cl)nnc2n1
    -2%	-28%	1%	-4%	3%	20%	-7	?	1%	0%	-5%
[12] COc1ccc(C2C(C#N)=C(N)N(c3cccnc3)C3=C2C(=O)CCC3)cc1Cn1cc([N+](=O)[O-])cn1 (centres undefined)
    0%	5%	-1%	2%	-16%	-10%	-2	-11%	-1%	-4%	0%
[13] CCCCNCc1cc(Cl)c(OCCC)c(OCC)c1
    0%	-21%	-2%	-2%	-4%	-20%	-3	12%	0%	-1%	-1%
[14] CCC1(c2ccc(F)cc2)NC(=O)N(CC(=O)NCC(=O)Nc2cccc(C)c2C)C1=O (centres undefined)
    1%	.	-2%	-1%	2%	2%	-4	.	1%	-1%	-1%
[15] COC(=O)C1=C(C)Nc2ncnn2C1c1ccccn1 (centres undefined)
    32%	?	19%	0%	14%	10%	-8	-16%	0%	-7%	-14%
[16] Brc1cccc(C2Nc3cccc4cccc(c34)N2)c1
    3%	.	17%	8%	0%	-41%	-2	.	?	.	-1%
[17] COCCN(C(=O)CN1CCc2ccccc21)c1c(N)n(Cc2ccccc2)c(=O)[nH]c1=O
    0%	.	-4%	-2%	3%	-23%	-6	.	-1%	10%	-2%
[18] Cc1ccc(N/C(N)=N/c2nc(CSc3nnc(C)s3)cc(=O)[nH]2)c(C)c1
    2%	23%	-16%	-29%	-11%	-54%	-1	?	-1%	7%	15%
[19] COCc1cc(C)nc(OCC(=O)N/N=C/c2ccc(-c3cc([N+](=O)[O-])ccc3Cl)o2)c1C#N
    -2%	-1%	-10%	0%	-2%	2%	-1	-3%	1%	-3%	-21%
[20] CC(=NCCCN(C)C)C1=C(O)c2ccccc2C1=O
    2%	23%	2%	9%	?	58%	-1	3%	-15%	8%	12%

Later entries:
The line under a structure holds: Tb PFK block	RORgamma inh	NPC1 prom act	Rab9 prom act	ELG1 DNA repair	BRCA1 expr up	TRPV1 agonist	VP16 counter	FLuc modulator	p53 reactivation	ELG1 genotoxic
[21] FC(F)(F)c1cc(C(F)(F)F)c2ccc(N/N=C/c3ccccc3)nc2n1
    3%	-19%	-3%	-4%	2%	-5%	-1	3%	2%	1%	3%
[22] CCOc1ccccc1C(=O)OCC(=O)Nc1nnc(-c2ccccc2)o1
    -6%	.	9%	-5%	25%	-18%	-1	.	1%	3%	-1%
[23] Cc1nc2ccccc2c(=O)n1NC(=O)/C=C/c1ccccc1
    2%	9%	-2%	11%	-6%	-5%	20	12%	3%	0%	-5%
[24] c1ccc(-c2nnnc3ccccc23)cc1
    1%	18%	-4%	0%	?	-5%	3	-10%	3%	18%	-1%
[25] Cc1ccc(C)c(NC(=O)/C(C#N)=C/c2cn(CC(=O)NCc3ccco3)c3ccccc23)c1
    0%	?	0%	-2%	1%	-22%	-1	?	1%	-17%	?
[26] COc1ccc(/C=N/NC(=O)c2cccc([N+](=O)[O-])c2)cc1OC(=O)c1ccccc1
    -2%	?	0%	5%	2%	-31%	2	?	1%	19%	?
[27] Cc1cccc(CN2C(=O)N/C(=C/c3cc(C)n(-c4cc(C)ccn4)c3C)C2=O)c1
    3%	30%	-3%	-7%	?	-85%	-3	-2%	?	0%	-7%
[28] Cc1cc(=O)oc(C)c1C(=O)NNC(=O)C1(C)CC1Br (centres undefined)
    -3%	-23%	-2%	2%	2%	-1%	-1	-8%	0%	-4%	0%
[29] O=C(CN1C(=O)CSc2ccc(S(=O)(=O)N3CCCCC3)cc21)NCc1cccnc1
    -2%	26%	-3%	-4%	-2%	2%	0	3%	-1%	-13%	-1%
[30] COc1ccc2c(c1)C(=O)N(c1ccccc1)C(=O)C2
    2%	4%	3%	-3%	?	-5%	4	-8%	-10%	4%	-1%
[31] Cc1nnc2ccc(-c3cccc(NC(=O)c4ccc(Br)o4)c3)nn12
    -1%	1%	-8%	-4%	?	-26%	-2	3%	0%	-1%	-3%
[32] COc1ccccc1OC(=O)CCN1c2ccccc2Sc2ccccc21
    -1%	26%	-4%	-8%	3%	-15%	1	-4%	0%	-1%	2%
[33] CC[C@@]1(C(=O)OC)N[C@H](CN(C)C(=O)c2ccc(F)cc2)[C@@H]2C(=O)N(Cc3ccccc3)C(=O)[C@@H]21
    2%	.	.	.	-9%	2%	.	.	.	-3%	-2%
[34] CC(C)Cn1ccc(=O)n(CC(C)C)c1=O
    3%	10%	2%	0%	-1%	-4%	-5	-2%	-1%	22%	4%
[35] COc1ccc(CC2SC(=Nc3ccc(F)cc3)NC2=O)cc1 (centres undefined)
    -4%	?	-11%	2%	-13%	2%	12	-5%	-12%	-3%	5%
[36] Cn1c(=O)c(-c2cc(Br)ccc2N)nc2ccccc21
    -4%	8%	18%	?	?	16%	-1	9%	24µM*	?	?
